# TCR-CD3 inh = inhibitors of human TCR-CD3 interaction; TAMRA-labeled TCR probe fluorescence, biochemical; inhibition, % at 9.4 µM; hit rate 0.37% among 360,000; AID 651800; in the data active means inhibition above about 19%;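 further: recombinant mutant TCR 2C K166C tagged with TAMRA read by polarization; 0% = receptor in buffer alone and 100% = receptor with positive control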
# NPR2 activator = GC-B (human) receptor activation; activation, % at 10 µM; hit rate 0.11% among 370,000; HEK293-GC-B cells, CNP EC30, cGMP TR-FRET; 0% at EC30 CNP, 100% saturating CNP; P20594; AID 1920062;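 active means activation at 10 µM reaching about 35% in either raw or pattern-adjusted values, limit read from the data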
# SIAE inh = blocks human sialic acid acetylesterase. Q9HAT2. SIAE FP-Rh probe binding, fluorescence polarization. inhibition, % at 9.66 µM. hit rate 0.69% among 370,000. AID 1053197;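 active means inhibition above a cutoff: mean of compounds within the control limits plus 3 SD of those, cut at about 17% in these data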;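 further: 0% = plate median of compound wells and 100% = probe without SIAE protein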
# MBD2 inh = inhibitors of human MBD2 binding to methylated oligonucleotide. Q9UBB5. TR-FRET. inhibition, % at 4.4 µM. hit rate 0.31% among 370,000; in the data active means inhibition above about 13%
# TDP2 absorb = blocks human TDP2 phosphodiesterase activity | O95551 | recombinant TDP2, T5PNP hydrolysis, p-nitrophenol absorbance 415 nm | inhibition, % at 12.8 µM | hit rate 0.34% among 370,000 | AID 720702;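 active means inhibition above the mean of all tested compounds plus 3 SD, set per campaign, cut at about 25% in these data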;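 further: 0% = DMSO with enzyme and 100% = buffer with substrate but no TDP2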
# Target sequence (O95551 whole entry, looked up): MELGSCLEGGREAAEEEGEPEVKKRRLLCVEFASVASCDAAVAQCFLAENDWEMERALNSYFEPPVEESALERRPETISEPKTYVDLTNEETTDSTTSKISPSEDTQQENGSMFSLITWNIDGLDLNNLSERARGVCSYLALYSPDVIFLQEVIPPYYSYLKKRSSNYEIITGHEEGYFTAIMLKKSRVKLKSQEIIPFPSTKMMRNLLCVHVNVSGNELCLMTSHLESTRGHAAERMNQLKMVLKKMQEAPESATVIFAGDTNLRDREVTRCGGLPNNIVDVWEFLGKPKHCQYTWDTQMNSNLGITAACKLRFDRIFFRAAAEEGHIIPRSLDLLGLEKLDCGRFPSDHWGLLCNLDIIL
#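 System – recombinant human TDP2 · Amount – 120 nM TDP2 per well · Buffer or medium – Mg2+-containing Tris-HCl buffer, pH 7.5 · Reagent – T5PNP substrate, 5 mM · Dosing – 12.8 µM single point, 1% DMSO · Incubation – 2 h at 37 °C · Measured by – epi absorbance · Read-out basis – percent inhibition · Benchmarks – high control without enzyme, low control DMSO plus TDP2 · Repeats – singlicate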
# mABHD4 FP = inhibits mouse alpha/beta hydrolase domain 4 | hit rate 0.54% among 370,000 | inhibition, % at 8.92 µM | purified mABHD4, FP-Rh probe fluorescence polarization;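 active means inhibition exceeding the mean over every tested compound plus 3 SD, cut at about 30% in these data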;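 further: 0% = plate median of compound wells and 100% = S159A mutant with DMSO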
# Target sequence (Q8VD66 whole entry, looked up, the tested form may be a part): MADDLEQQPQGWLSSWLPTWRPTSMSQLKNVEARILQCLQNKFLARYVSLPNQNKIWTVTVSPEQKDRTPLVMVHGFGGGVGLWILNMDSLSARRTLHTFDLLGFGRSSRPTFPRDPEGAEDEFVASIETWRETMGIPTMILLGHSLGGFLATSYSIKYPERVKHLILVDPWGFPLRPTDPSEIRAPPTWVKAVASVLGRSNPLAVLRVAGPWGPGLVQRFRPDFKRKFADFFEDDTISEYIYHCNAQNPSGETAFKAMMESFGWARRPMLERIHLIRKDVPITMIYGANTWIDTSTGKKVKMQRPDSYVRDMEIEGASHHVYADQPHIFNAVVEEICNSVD
#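 Test system: mABHD4 protein | Buffer or medium: HEPES pH 7.0 buffer, 150 mM NaCl, 0.01% Pluronic F-127 | Probe or stimulus: FP-Rh fluorescent activity-based probe, added after compound pre-incubation | Timing: Pre-incubation 45 min, probe exposure 60 min, at 25 °C | Technique: Fluorescence polarization, excitation 525 nm, emission 598 nm, BODIPY TMR filters | Repeats: Single well per compound (singlicate)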
# PRMT1 inh = inhibitors of human PRMT1. Q99873. recombinant PRMT1, activity-based probe fluorescence polarization. inhibition, % at 2.79 µM. hit rate 1.3% among 370,000. AID 652257;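 active means inhibition above about 21% made by adding two undisclosed values, limit read from the data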
# Target sequence (Q99873 whole entry, looked up): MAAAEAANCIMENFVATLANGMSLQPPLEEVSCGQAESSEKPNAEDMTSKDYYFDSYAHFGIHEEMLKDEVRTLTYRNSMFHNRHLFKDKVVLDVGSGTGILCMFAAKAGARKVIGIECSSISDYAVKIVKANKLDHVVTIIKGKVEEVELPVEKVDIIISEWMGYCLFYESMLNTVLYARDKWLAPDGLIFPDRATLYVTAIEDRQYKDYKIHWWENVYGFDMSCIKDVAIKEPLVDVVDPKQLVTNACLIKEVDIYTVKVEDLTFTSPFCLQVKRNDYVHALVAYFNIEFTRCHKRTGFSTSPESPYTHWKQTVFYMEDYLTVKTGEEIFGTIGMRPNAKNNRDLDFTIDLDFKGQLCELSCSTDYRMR
# LEDGF integ inh = blocks HIV-1 LEDGF/p75-dependent DNA integration | TR-FRET IN-LEDGF/p75 DNA integration, Eu/Cy5 | inhibition, % at 3.7 µM | AID 743269 | hit rate 0.64% among 370,000;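 active means inhibition above the screen-wide mean plus 3 SD, cut at about 13% in these data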;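 further: signal is the Cy5 over europium emission ratio at 671 and 618 nm; 0% = plate median of compound wells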
# HTRA1 inh = blocks human HTRA1 serine peptidase. Q92743. recombinant HTRA1, FP-rhodamine activity-based probe, fluorescence polarization. inhibition, % at 5.96 µM. hit rate 0.5% among 340,000; in the data active means inhibition above about 36%;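 further: 0% = enzyme with DMSO and 100% = wells lacking enzyme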
# rCAG RNA binder = molecules binding r(CAG) RNA repeats; r(CAG) RNA repeat, TO-PRO-1 dye displacement fluorescence; inhibition, % at 3 µM; hit rate 1.3% among 370,000;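 active means inhibition above the plate cutoff, the mean of all test compounds on that plate plus 3 SD, cut at about 35% in these data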;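 further: 0% = DMSO alone and 100% = 100 µM mitoxantrone as full dye displacement; higher means more dye released from RNA so lower well fluorescence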
# The depositor's hits bear a star; nt = not tested or not shown. Some of the compounds tested, so the mix of outcomes need not match the whole.
# Values run as follows: TCR-CD3 inh	NPR2 activator	SIAE inh	MBD2 inh	TDP2 absorb	mABHD4 FP	PRMT1 inh	LEDGF integ inh	HTRA1 inh	rCAG RNA binder
Cc1ccc(C)c(N(CC(=O)NC2CCCC2)C(=O)c2oc(C(C)(C)C)cc2C)c1
    3	nt	-2	-2	-6	-16	-2	0	-25	-7
CCOC(=O)N1CCN(S(=O)(=O)c2ccc([N+](=O)[O-])cc2)CC1
    4	4	1	1	-1	-1	4	-3	7	-4
CCc1n[nH]c(=O)c2cc3cc(OC)ccc3n12
    4	-5	4	-6	2	3	0	-1	7	5
COc1cc(/C=C/C(=O)OCC(=O)N2CCN(S(=O)(=O)c3ccc(C)cc3C)CC2)cc(Cl)c1OC
    2	2	-1	2	8	0	-1	0	0	2
O=C(CSCC(=O)Nc1ccccc1)N/N=C/c1c(O)ccc2ccccc12
    7	-3	9	0	-1	8	0	-8	34	19
O=C(CCc1nnc2ccc(N3CCC4(CC3)OCCO4)nn12)Nc1ccc(F)cc1
    2	-7	-4	3	-11	-8	5	-4	2	-2
COc1ccc(-c2ccc(=O)n(CC(=O)Nc3ccc4c(c3)OCCO4)n2)cc1
    2	-3	-5	1	0	3	-1	-3	2	0
CCCCn1c(=NC(=O)c2cccnc2)c(C(=O)OCC)cc2c(=O)n3ccccc3nc21
    -7	6	2	0	-8	2	3	0	-5	3
O=C(O)c1cc(S(=O)(=O)Nc2ccc(OCc3ccccc3)cc2)ccc1Br
    2	0	13	1	7	-2	1	0	-1	45*
CC(C)(C)C(=O)N/C(N)=N/c1nc2ccccc2o1
    1	12	1	5	-8	1	-1	-1	5	-4
CCc1ccc(C(=O)Nc2ccc(OC)c(S(=O)(=O)N3CCOCC3)c2)cc1
    0	4	1	-2	-12	1	-8	2	-2	-3
COc1ccc(C(Nc2cc(C)ccn2)c2ccc3ccc(C)nc3c2O)cc1 (centres undefined)
    -4	2	1	-5	-20	5	9	-4	16	0
COc1ccc(-c2nnc(SCC(=O)N3CCCCC3)o2)cc1
    0	5	0	0	-5	4	1	-4	7	0
C[C@H](NC(=O)C1CCN(C(=O)[C@H](Cc2ccccc2)NC(=O)OC(C)(C)C)CC1)C(=O)O
    -13	0	2	0	-9	4	7	-3	2	1
O=C(COC(=O)CCN1C(=O)c2ccccc2C1=O)Nc1ccc(S(=O)(=O)N2CCCC2)cc1
    -7	-5	-1	2	0	-3	-2	5	2	0
COc1ccc(C)cc1S(=O)(=O)N(CC(=O)N1CCOCC1)Cc1ccccc1
    -3	-2	0	7	2	4	2	4	-1	-4
COc1ccc(/C=N/NC(=O)C(=O)N2CCCC2)cc1OC
    7	5	2	-6	12	5	-1	-2	4	0
CCN(CC(=O)NC1CCS(=O)(=O)C1)S(=O)(=O)c1cc(Br)ccc1Br (centres undefined)
    2	-4	1	-6	-3	4	-1	-2	-4	1
CCOC(=O)C1=CCN(S(=O)(=O)c2cccc(Cl)c2)C1c1ccc(Cl)c(Cl)c1 (centres undefined)
    1	-3	-1	0	-2	-7	-1	-3	nt	5
CN(C)C(CNC(=O)c1ccc2ccccc2n1)c1ccccc1 (centres undefined)
    -1	-4	-4	-4	9	5	1	-1	-1	-2

# The last three records of the section above open the next one.
# Values run as follows: TCR-CD3 inh	NPR2 activator	SIAE inh	MBD2 inh	TDP2 absorb	mABHD4 FP	PRMT1 inh	LEDGF integ inh	HTRA1 inh	rCAG RNA binder
CCN(CC(=O)NC1CCS(=O)(=O)C1)S(=O)(=O)c1cc(Br)ccc1Br (centres undefined)
    2	-4	1	-6	-3	4	-1	-2	-4	1
CCOC(=O)C1=CCN(S(=O)(=O)c2cccc(Cl)c2)C1c1ccc(Cl)c(Cl)c1 (centres undefined)
    1	-3	-1	0	-2	-7	-1	-3	nt	5
CN(C)C(CNC(=O)c1ccc2ccccc2n1)c1ccccc1 (centres undefined)
    -1	-4	-4	-4	9	5	1	-1	-1	-2
CCN(CC(=O)Nc1ccccc1C(F)(F)F)C(=O)c1ccc2c(=O)n3c(nc2c1)CCC3
    -1	4	-6	4	-4	-8	4	-5	-4	4
O=C(O)CCC(=O)OC1CC2CCC1C2 (centres undefined)
    -2	-4	-2	1	-16	7	0	2	-2	0
CCOC(=O)CSc1nc2ccccc2n1CC(=O)NC(C)(C)C
    7	0	8	1	-1	2	-4	-1	-5	-3
CC(C)CCNC(=O)C1CCCN(S(=O)(=O)c2ccc(-n3cnnn3)cc2)C1 (centres undefined)
    -2	-1	-3	0	-4	4	2	0	3	-3
O=C(OCC#CCSc1nnc(-c2ccco2)o1)c1ccc(F)cc1
    nt	0	-4	-5	0	-10	-3	-2	nt	nt
CCOC(=O)[C@]12CCCC=C1N(Cc1ccc(Cl)cc1Cl)C(=O)[C@H](CC(=O)N1CCC(c3ccccc3)CC1)C2
    10	1	-6	-10	-3	0	-1	-4	nt	2
CCOc1cc(CNC(=O)CCCn2c(=O)c3cccn3c3cccnc32)cc(OCC)c1OCC
    3	3	-4	0	-5	-1	1	2	3	-7
CCC1CCCCN1CCCNC(=O)c1csc2c1CCCCC2 (centres undefined)
    6	-3	-3	-3	2	-1	-3	1	-1	1
Cc1ccc(CN2CCC[C@]3(N[C@H](c4ccc(C)cc4)[C@@H]4C(=O)N(C)C(=O)[C@@H]43)C2=O)cc1
    -5	6	6	6	7	-5	0	1	5	-3
Cc1ccccc1NC(=S)N(CCCN1CCCCC1)Cc1ccco1
    1	-6	6	3	-3	-13	-5	-2	-3	1
Cc1csc(NC(=O)CSc2nc(=O)cc(N)n2-c2ccc(F)cc2)n1
    -7	2	-8	5	1	7	5	-4	1	1
O=C(O)c1ccc(C(=O)C(=O)c2ccccc2)cc1
    1	1	0	1	-17	-4	7	-4	3	0
CCC1(C)Cc2c(C#N)c(N)n(-c3ccccc3)c(=O)c2CO1 (centres undefined)
    -3	1	0	-5	-9	-4	-1	2	-1	-1
CCC(=O)NC(Nc1ccccn1)(C(=O)OC)C(F)(F)F (centres undefined)
    3	5	2	2	-13	-4	-2	5	-2	3
Cc1sc2ncn(CC(=O)N(C)C3CCCCC3)c(=O)c2c1C
    7	0	3	4	6	-2	-2	-2	6	-6
CCOC(=O)CCC(NC(=O)CCCC(=O)NC(CCC(=O)OCC)C(=O)OCC)C(=O)OCC (centres undefined)
    4	4	-1	-1	-12	6	1	-14	-4	1
Cc1ccsc1/C=C(\C#N)C(=O)Nc1c(C)n(C)n(-c2ccccc2)c1=O
    -8	1	-7	0	-1	3	2	-2	0	-3
COC(=O)Cn1c2ccccc2c2nc3ccccc3nc21
    -5	19	-1	-3	-6	4	4	-6	-8	0
CCC(C)(C)n1nnnc1C(c1cc(OC)ccc1OC)N1CCN(Cc2ccccc2)CC1 (centres undefined)
    2	-15	2	3	7	-2	-2	-3	-9	-7
CC1=C/C(=C\c2ccc(Br)o2)C(=O)O1
    9	-2	8	16*	-3	-1	4	11	4	4
CC12CCC(C(=O)NCc3ccccc3Cl)(OC1=O)C2(C)C (centres undefined)
    4	-3	6	1	6	0	1	-5	7	-3
Cc1sc(NC(=O)CSc2nnc(C)c(=O)[nH]2)c(C#N)c1C
    -4	2	-3	1	8	6	27*	-1	-1	16
O=C(Nc1ccccc1)c1ccsc1
    6	-1	4	0	8	6	-1	-6	1	2
CC#CCCCC(=O)Nc1cc(OC)nc(OC)n1
    5	0	-2	4	5	6	1	-1	-3	-3
CSc1nc2ccc(NC(=O)CSc3nnc(N)s3)cc2s1
    6	-5	1	-5	8	-2	3	0	-11	7
c1ccc2c(c1)nnn2Cc1nnc2sc(-c3ccncc3)nn12
    8	-8	9	1	5	11	2	-3	7	7
O=S(=O)(c1ccccc1)N1CCN(CCO)CC1
    -2	4	-3	7	-8	0	-2	3	5	-2
Cc1ccc(NC(=O)COC(=O)c2nn(-c3ccc(Cl)cc3)cc2O)cc1
    6	-1	-7	-6	3	6	-1	5	-22	8
Cc1ccc(CNS(=O)(=O)c2ccc(C(F)(F)F)cc2)n1C
    1	1	4	-4	16	-2	0	-5	nt	1
Cc1ccc(-c2nn(-c3ccc(F)cc3)cc2C(=O)N(C)CC(=O)Nc2ccc(N3CCOCC3)cc2)cc1
    -3	0	-2	0	-2	-2	-2	1	-4	8
Cc1nc(Sc2ccc(Cl)cc2)c(C#N)c(C)c1[N+](=O)[O-]
    -5	-5	4	2	15	-4	0	-1	-5	12
CCN(CC(=O)NCc1ccc(Cl)cc1)C(=O)/C=C/c1ccco1
    -1	-3	2	-3	4	1	-1	3	3	1
O=C(O)c1ccc2ncc(NC(=O)c3ccc(F)cc3)c(=O)n2c1
    8	0	4	1	13	3	-1	1	9	0
COc1ccc(OCCN2CCC(C(=O)NC(c3ccc(OC)cc3)c3ccccn3)CC2)cc1 (centres undefined)
    -2	1	3	3	-1	7	3	-3	nt	0
O=C(Nc1ccc(F)cc1)c1ccccc1S(=O)(=O)c1ccccc1[N+](=O)[O-]
    7	0	4	4	7	-6	-2	1	1	1
O=C(Cn1cc([N+](=O)[O-])ccc1=O)Nc1ccc2c(c1)OCO2
    3	3	7	2	-1	3	-2	1	4	3
CCOC(=O)/C(C#N)=C\c1ccc(CC)s1
    0	-6	-5	4	0	2	2	1	-5	-1
O=C(c1ccccc1)N1N=C(C(F)(F)F)CC1(O)c1ccccc1O (centres undefined)
    7	0	1	-1	-12	-8	-6	0	11	5
O=C(N/N=C(\c1ccccc1)c1ccccn1)c1ccccc1Cl
    -1	0	1	4	-6	9	0	1	2	-7
O=[N+]([O-])c1ccc(C[n+]2cc(-c3ccccc3)n3c2CCCCC3)cc1
    -6	3	0	3	2	0	3	2	2	3
COCCN1C(=O)C(=O)/C(=C(/O)c2ccc(S(=O)(=O)N3CCOCC3)cc2)C1c1ccc(OC)c(OC)c1 (centres undefined)
    -2	3	-3	-4	-1	0	4	-6	4	3
CC(C)Cn1cnc2c(SCc3ccc(Cl)cc3)nc(N)nc21
    6	12	-5	-2	-9	2	4	-3	-25	5
COc1ccc(-n2c(SCC(=O)c3ccc[nH]3)nnc2-c2ccccc2)cc1
    1	-7	5	-5	-12	-4	-3	0	-4	0
Cc1cc(Br)c(NC(=O)c2c(-c3c(Cl)cccc3Cl)noc2C)c(Br)c1
    -1	3	1	-1	-6	-1	2	-7	1	5
CC(C)(C)NC(=O)C(=O)NCc1ccncc1
    1	-5	1	0	-1	-5	-1	-1	3	1
Cc1cccc2cc(/C=N/Nc3ccc(C(=O)O)cc3)c(Cl)nc12
    12	-9	-3	0	-1	38*	6	-2	-1	47*
Cc1ccc(C(=O)Oc2ccccc2N2C(=O)C3C4CCC(C4)C3C2=O)cc1 (centres undefined)
    -3	1	4	-1	-4	-4	0	-2	1	1
